Screens as filed in PubChem BioAssay.
hiPSC survival = increases survival of single human iPS cells; survival enhancement, % at 20 µM; hiPSC single-cell survival, ATPlite luminescence; 100% = ROCK inhibitor wells, 0% = DMSO; actives 0.044% (n = 360,000); in the data active = survival enhancement above about 18%;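 also: cells exposed to compounds for 16 hours before the ATP read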
Exocytosis inh = blocks lytic granule exocytosis | AID 651702 | inhibition, % at 10 µM | actives 0.66% (n = 360,000) | TALL-104 LAMP-1 surface exposure, flow cytometry; cells stimulated with thapsigargin and PMA;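 active = inhibition above about 55%, limit read from the data; inconclusive = no clear call, values can overlap the other calls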
HTR2A ag = activates the mouse 5-HT2A serotonin receptor. P35363. CHO-K1 mHTR2A beta-arrestin complementation, luminescence; percent of 30 µM serotonin response. activation, % at 7.6 µM. actives 0.66% (n = 360,000). AID 624169;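 active = activation above a run cutoff, the mean activation of all tested compounds plus 3 SD, cut at about 14% in these data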;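 also: 0% = plate median of compound wells and 100% = 30 µM serotonin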
Target sequence (P35363 whole entry, looked up): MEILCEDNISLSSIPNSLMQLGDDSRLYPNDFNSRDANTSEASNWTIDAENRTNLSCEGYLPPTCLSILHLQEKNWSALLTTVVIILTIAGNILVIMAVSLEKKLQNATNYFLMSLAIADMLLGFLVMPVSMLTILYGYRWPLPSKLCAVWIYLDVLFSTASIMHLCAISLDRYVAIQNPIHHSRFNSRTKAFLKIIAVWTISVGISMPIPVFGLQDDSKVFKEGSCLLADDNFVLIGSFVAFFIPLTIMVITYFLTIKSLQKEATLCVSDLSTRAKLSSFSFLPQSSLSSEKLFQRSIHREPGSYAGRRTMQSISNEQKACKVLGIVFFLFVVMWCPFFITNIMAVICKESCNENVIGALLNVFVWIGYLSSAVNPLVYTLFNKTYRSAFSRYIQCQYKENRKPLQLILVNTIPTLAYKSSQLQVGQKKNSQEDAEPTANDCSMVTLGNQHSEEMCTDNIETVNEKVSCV
Vif inh = blocks HIV Vif function; actives 0.35% (n = 340,000); HEK293T cells, Vif self-association by quenched fluorescence, imaging, 24 h; AID 602346; inhibition, % at 7.49 µM; in the data active = inhibition above about 50%, passing the limit was not always enough; inconclusive = no clear call, values can overlap the other calls; inactive = below about 31%; also: some results filed as inactive read as strong as hits
Cardio protect = modulators protecting cardiomyocytes from myocardial damage. H9c2 cardiomyocytes, H2O2 injury protection, ATPLite, 2 h. protection from H2O2 cell death, % at 20 µM. actives 0.63% (n = 360,000);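 active = compounds giving at least 50% protection of heart cells from peroxide-induced death in the single-dose screen, raw or plate-pattern-corrected value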;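 also: 0% = DMSO wells with peroxide and 100% = DMSO wells without peroxide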
ABCB6 inh MLPCN = inhibitors of human ABC transporter ABCB6; fluorescence ratio to DMSO, % at 10 µM; K562-ABCB6 porphyrin accumulation, flow cytometry, 1 h; active compounds read low; Q9NP58; actives 0.19% (n = 360,000);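 active = fluorescence ratio to DMSO below 75%, the collection mean minus 3 SD; inconclusive = too few cells collected in the well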;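 also: signal is porphyrin accumulated inside mitochondria; 100% equals median channel fluorescence of DMSO control wells; lower ratio means ABCB6 inhibition with less porphyrin fluorescence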
CaV13 ICDI inh = Disruptors of the CACNA1D IQ motif to Ca2+-dependent inactivation inhibitor domain association, primary screening, Förster resonance energy transfer in intact living … | inhibition, % at 12.3 µM | HEK cells, CFP/YFP FRET ICDI-IQ, plate reader, 10 min; percent FRET-ratio fall versus neutral wells | actives 0.098% (n = 340,000);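 active = mean replicate inhibition of at least 30% and at least 1% of replicates passing that level; inconclusive = only one of the two criteria is met; inactive = neither criterion is met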;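 also: 0% = median of the neutral control wells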
N-glyco inh = blocks N-linked glycosylation in D54 reporter cells; D54 ERlucT glycosylation luciferase reporter, 24 h; percent of 100 nM tunicamycin response; reporter increase, % at 12.5 µM; actives 0.23% (n = 360,000);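 active = mean luciferase reporter signal, scaled so untreated is 0 and the glycosylation-blocking control 100, at or above a set limit in every replicate; inconclusive = mean reaches the limit but not every replicate does; inactive = mean below the limit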;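 also: luciferase carries N-glycosylation sites so blocking glycosylation raises the light; 0% = median of neutral control wells and 100% = median of 100 nM tunicamycin wells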
aDG glyco up = alpha-DG glycosylation activation. Pro5-aDG cells, alpha-DG glycosylation AlphaScreen (IIH6); 0% Pro5, 100% B10-LARGE cell signal. activation, % at 10 µM. actives 0.22% (n = 360,000). AID 624168;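 active = activation of at least 8% versus controls, or a plate z-score of at least 8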;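 also: Pro5 are CHO cells carrying HIG-tagged alpha-DG that lacks glycosylation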
PDI turbidity = PDI (human) enzyme inhibition; P07237; actives 0.052% (n = 350,000); PDI insulin aggregation turbidity, A650, 90 min; inhibition, % at 10 µM;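 active = mean inhibition across replicates of 30% or more, whatever share of single replicates reach that level; inconclusive = mean inhibition below 30% while every single replicate reaches 30%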;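 also: absorbance from insulin aggregation driven by PDI reduction with DTT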
Target sequence (P07237 whole entry, looked up): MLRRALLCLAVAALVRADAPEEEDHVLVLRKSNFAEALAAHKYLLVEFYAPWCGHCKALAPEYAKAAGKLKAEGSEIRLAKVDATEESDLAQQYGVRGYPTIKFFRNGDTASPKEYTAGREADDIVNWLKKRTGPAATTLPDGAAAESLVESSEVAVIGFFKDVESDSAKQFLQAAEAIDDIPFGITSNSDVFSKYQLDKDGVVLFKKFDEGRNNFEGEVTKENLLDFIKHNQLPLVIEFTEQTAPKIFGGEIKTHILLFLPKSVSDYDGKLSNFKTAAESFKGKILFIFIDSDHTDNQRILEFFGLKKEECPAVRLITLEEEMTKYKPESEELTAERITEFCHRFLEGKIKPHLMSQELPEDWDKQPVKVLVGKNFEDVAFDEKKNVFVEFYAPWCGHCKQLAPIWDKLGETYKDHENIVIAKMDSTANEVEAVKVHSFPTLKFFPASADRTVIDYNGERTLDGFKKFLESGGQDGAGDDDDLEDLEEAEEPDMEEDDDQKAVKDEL
* = called active by the depositor; ? = inconclusive; / = not tested or not shown. An unsorted share of the library; overall some 3.1% were active at least once.

SMILES | hiPSC survival | Exocytosis inh | HTR2A ag | Vif inh | Cardio protect | ABCB6 inh MLPCN | CaV13 ICDI inh | N-glyco inh | aDG glyco up | PDI turbidity
Cc1cc(NC(=O)c2cc(-c3ccccc3Cl)nc3ccccc23)no1 | 1.0 | -7 | 1 | -16 | -4 | 100 | -2 | 0 | 0.0 | -9
Cc1ccc(Cl)cc1NC(=O)CC(O)(C(F)(F)F)C(F)(F)F | 0.3 | 4 | 3 | -5 | -16 | 89 | -7 | -1 | 0.1 | 14
CCc1cc(C(=O)NNC(=S)Nc2cc(C)ccc2C)cs1 | -3.3 | -2 | -4 | -3 | -6 | 92 | -6 | 2 | 0.2 | -14
O=S(=O)(c1ccccc1)c1cnc(-c2ccccc2)nc1N1CCCC1 | 2.7 | 1 | -2 | -15 | -12 | 98 | 5 | 3 | 0.4 | 2
Cc1ccc2cc(C)c(SCC#N)nc2c1 | -0.8 | -4 | 5 | 0 | -9 | 95 | -5 | 0 | 0.1 | -3
CN1CCN(c2ccc([N+](=O)[O-])cc2C(=O)c2ccccc2)CC1 | -0.4 | 9 | -8 | 10 | 2 | 94 | -5 | 5 | -0.3 | 19
O=S(=O)(c1ccc(SCCOc2ccccc2Cl)nc1)N1CCCC1 | 5.0 | -10 | -5 | -10 | -17 | 100 | -5 | -4 | 0.2 | 4
O=C(Nc1cccc(S(=O)(=O)N2CCOCC2)c1)c1ccc(Cl)nc1 | 0.1 | 3 | 8 | -8 | -4 | 98 | -3 | 5 | 0.1 | 2
CCOC(=O)N1CCN(CC(=O)Nc2cccc(Br)c2)CC1 | -1.4 | -9 | -2 | 15 | 1 | 98 | -5 | 2 | 0.2 | 3
O=C(/C=C/c1ccccc1)c1ccc2ccccc2c1 | -4.3 | 32 | 0 | -13 | -12 | 101 | -3 | 12 | 0.6 | 17
FC(F)(F)c1cccc(-c2noc(CN3CCOCC3)n2)c1 | -1.9 | 0 | -2 | 3 | 2 | 94 | -5 | 1 | -0.1 | 10
Cc1ccc(-c2nc(CS(=O)(=O)CC(=O)NC3CCCCC3C)c(C)o2)cc1 (configuration not stated) | -0.2 | 0 | 14 | / | -7 | 92 | -7 | 3 | -0.1 | 6
Cc1cc(C)cc(-n2c(SCC(=O)NCc3ccc4c(c3)OCO4)nc3ccccc3c2=O)c1 | -1.3 | -5 | 1 | 2 | 0 | 92 | 12 | 0 | 0.2 | -7
COc1cc(/C=C2\SC(=S)N(C(Cc3ccccc3)C(=O)O)C2=O)ccc1O (configuration not stated) | -0.2 | 0 | 0 | -9 | -4 | 103 | -7 | 1 | -0.2 | 24
CCn1c(SCC(=O)Nc2ccc3c(c2)OCO3)nnc1-c1cnccn1 | -0.9 | -8 | 3 | -16 | 5 | 100 | -5 | 1 | -0.1 | -9
COc1ccc(OC)c(NC(=O)CSc2nncc3ccc(OC)c(OC)c23)c1 | 1.1 | 11 | -2 | 9 | 4 | 98 | 4 | 1 | 0.2 | 6
CCn1c(SCC(=O)Nc2ccccc2C)nc2nc3c(cc2c1=O)COC(C)(C)C3 | -0.6 | 4 | -1 | 1 | 5 | 101 | 6 | 3 | -0.1 | -4
C=CCNc1ncnc2c1ncn2C1OC(CO)C(O)C1O (configuration not stated) | 2.7 | 0 | -4 | 60* | -17 | 99 | / | 4 | 0.1 | -5
CN(C(=O)c1cccc(NC(=O)Cc2ccc(NC(=O)C3CCCN(C(=O)C4CCC4)C3)cc2)c1)C1CCCC1 (configuration not stated) | 1.1 | -1 | 5 | 3 | -4 | 103 | -8 | -2 | 0.1 | 3
Cc1ccc(S(=O)(=O)NCCOc2nc(N(C)C)nc(N3CCOCC3)n2)cc1 | 6.9 | 1 | 4 | 2 | 6 | 91 | -5 | 1 | 0.0 | -1
CCNCC(O)COCC(O)CNCC (configuration not stated) | 2.7 | -2 | -1 | -2 | 5 | 100 | -5 | 1 | -0.1 | 3
COc1ccc(CCNC(=O)C(=O)NCC2OCCN2S(=O)(=O)c2cc(F)ccc2F)cc1 (configuration not stated) | -3.4 | 1 | -1 | 8 | 26 | 99 | -3 | 1 | 0.0 | /
CCCN1CCN(CC(=O)Nc2nnc(C)s2)CC1 | -0.5 | -1 | 5 | ? | 9 | 97 | -10 | 0 | -0.1 | -7
Cc1ccc(C(=O)N/C(=C\c2cn(C)c3ccccc23)C(=O)NCCCn2ccnc2)cc1 | -0.4 | -6 | 1 | -6 | 10 | 95 | -2 | 5 | -0.3 | -10
COc1cccc(NC(=O)Cn2cnc3sc(C)c(S(=O)(=O)N4CCN(C)CC4)c3c2=O)c1 | -0.9 | 4 | -6 | -1 | 3 | 95 | -4 | 1 | -0.2 | -4
Cc1nc2ccc(NC(=O)c3ccc(Cl)c(NC(=O)c4cccs4)c3)cc2s1 | -2.1 | 3 | 1 | -9 | 9 | 82 | -3 | -3 | 0.5 | -11
O=C(Nc1ccncc1)c1cccc(F)c1 | 1.8 | -1 | 3 | 0 | -3 | 86 | 0 | -2 | 0.0 | -3
Cn1c(=O)cc(OCC(=O)N2CCCc3ccccc32)c2ccccc21 | -2.6 | 0 | -5 | -1 | 38 | 84 | -5 | 3 | 0.2 | 0
CCN(CC(=O)Nc1c(F)cccc1F)C(=O)c1ccc2c(c1)NC(=O)C(C)S2 (configuration not stated) | -0.1 | 6 | 1 | -4 | 6 | 99 | -1 | -1 | 0.2 | 18
CCCCC(=O)Nc1ccccc1N1CCN(c2ccccc2)CC1 | -2.4 | -4 | 6 | -2 | -1 | 97 | -6 | 1 | -0.1 | -7
O=C(Nc1ccc(Cl)cc1N1CCOCC1)C1CC1 | -0.2 | 3 | 4 | 2 | 1 | 90 | -5 | -1 | 0.1 | 0
COc1cc(NC(=O)C(=O)NCCN2CCNCC2)c(OC)cc1Cl | -1.4 | -2 | 0 | 0 | 2 | 108 | -2 | 2 | -0.3 | -1
COc1ccc(NC(=O)CSc2nnc(NC(C)=O)s2)c([N+](=O)[O-])c1 | -1.6 | -2 | -1 | / | 14 | 103 | -18 | 1 | -0.3 | -2
CCN(CC)C(=O)c1sc(NC(=O)c2ccoc2C)c(C(=O)OC)c1C | -1.2 | 1 | 5 | -6 | 13 | 97 | / | 1 | 0.3 | 2
CCOC(=O)[C@]12CCC=C1N(Cc1ccc(Cl)cc1Cl)C(=O)[C@H](CC(=O)N1CCC(c3ccccc3)CC1)C2 | 2.1 | 1 | -1 | / | / | 97 | -4 | / | -0.2 | /
CCc1ccc(/C=C2\SC(=S)N(CCC(=O)Nc3cc(C)on3)C2=O)cc1 | -0.7 | 0 | 7 | -1 | 5 | 98 | -19 | 1 | 1.1 | -9
NC(=O)COC(=O)[C@@H]1CC(O)CN1S(=O)(=O)c1ccc2c(c1)OCCO2 (some centres not stated) | 1.3 | -2 | 1 | ? | 2 | 108 | -1 | 1 | 0.4 | 3
CC(NC(=O)C12CC3CC(CC(O)(C3)C1)C2)c1ccccc1 (configuration not stated) | 0.4 | -5 | 11 | 9 | 2 | 98 | -3 | -2 | 0.0 | 5
CC(C)NC(=O)c1cc(=O)n(C)c(=O)n1C | 3.4 | -3 | 0 | 5 | -3 | 99 | -8 | 1 | -0.2 | 25
O=c1oc(-c2cccs2)nc2ccc(Cl)cc12 | 0.2 | -1 | 1 | 2 | -8 | 99 | -19 | 6 | -0.1 | 1
COc1ccc(S(=O)(=O)Nc2cc3c4c(c2)CCN4C(=O)CC3)cc1 | 0.2 | -28 | -6 | -2 | 0 | 102 | -3 | 3 | 0.2 | -1
CCCCCC(=O)NNC(=O)c1c(O)c2ccccc2n(CC)c1=O | -0.1 | 0 | 1 | 3 | -3 | 100 | 9 | -1 | 0.2 | -2
O=C(O)c1cccc(S(=O)(=O)Nc2ccc3c(c2)CCC3)c1 | 0.4 | 1 | 8 | -3 | 5 | 104 | -5 | 0 | -0.1 | 2
O=C(c1cccc(C(F)(F)F)c1)C1CCCN(Cc2cccc(OCCO)c2)C1 (configuration not stated) | 1.0 | 10 | -7 | -6 | -16 | 101 | -16 | -3 | 1.0 | 22
COc1cccc(N(CC(=O)NC2CCCCC2)C(=O)CCC(=O)Nc2nc(C)cs2)c1 | 1.1 | -13 | 0 | -13 | 1 | 101 | -5 | -1 | -0.2 | -1
CC(NC(=O)CCNC(=O)c1ccco1)c1ccc(F)cc1 (configuration not stated) | -0.5 | 1 | 2 | -6 | 4 | 96 | / | 3 | -0.1 | -3
CC(=O)Nc1ccc(S(=O)(=O)Nc2cccc(-c3nc4ccccc4o3)c2)cc1 | 3.8 | 0 | 4 | -3 | -19 | 95 | -6 | 2 | 0.3 | 8
CCOC(=O)C1=C(O)/C(=C/c2ccc(OCC(=O)O)c(OCC)c2)SC1=Nc1ccc(C)cc1 | 1.7 | 1 | -1 | 2 | 2 | 101 | -5 | 2 | 0.9 | 1
CC(C)=CCC/C(C)=C/CNC(=O)C[C@H]1C[C@H](C(=O)N2CCCCC2)[C@@]2(C)c3[nH]c4ccc(Cl)cc4c3CCN2C1=O | 1.5 | 0 | 2 | 2 | -17 | 100 | -6 | 1 | 0.0 | 5
CC(C)NC(=O)c1ccc(-c2cc(C(F)(F)F)ccc2Cl)o1 | -2.3 | -3 | 3 | -2 | -6 | 104 | -9 | -1 | 0.0 | -3
CN1CCN(Cc2c(C#N)c3ccccc3n2C)CC1 | 4.5 | 5 | -9 | 0 | 2 | 98 | -5 | -2 | 0.0 | -4
C#CCSc1nnc(-c2ccc(C)cc2)o1 | -4.0 | -1 | 2 | -3 | -29 | 87 | -4 | -6 | 0.0 | -4
O=C(CN1C(=O)NC2(CCCCCC2)C1=O)NC1CCCCCCC1 | -0.4 | 3 | 2 | 1 | -1 | 95 | -1 | 2 | -0.3 | -4
COc1cc2ccccc2cc1C(=O)N1CCCC(C(F)(F)F)C1 (configuration not stated) | 0.4 | 36 | -1 | -1 | 4 | 100 | -3 | 1 | -0.1 | 7
O=C(O)CCNC(=O)/C(=C/c1ccco1)NC(=O)c1ccco1 | -0.8 | -1 | -2 | 4 | 1 | 98 | -4 | 1 | -0.1 | -4
Cc1ccc(C(=O)Nc2ccncc2)c(Cl)c1 | 0.2 | -7 | 4 | 0 | -4 | 96 | -4 | -4 | 0.3 | 3
CCOC(=O)C1CCN(C(=O)C(CC)c2ccccc2)CC1 (configuration not stated) | -1.1 | 1 | 5 | -1 | -5 | 94 | -5 | 1 | -0.1 | -2
CN1C(=O)C(CC(=O)NC2CCCCC2)SC1=Nc1ccccc1 (configuration not stated) | -1.7 | 1 | 23* | 32 | 8 | 98 | -4 | 1 | -0.1 | -1

An excerpt from above, showing only HTR2A ag and aDG glyco up:
Molecule | HTR2A ag | aDG glyco up
O=C(O)c1cccc(S(=O)(=O)Nc2ccc3c(c2)CCC3)c1 | 8 | -0.1
CN1CCN(Cc2c(C#N)c3ccccc3n2C)CC1 | -9 | 0.0
